TCR activator = T cell receptor activation; primary human leukocytes, anti-CD3, IL-2 HTRF, 48 h; Potency, µM (series often up to 9.22 µM), without a hit: at the highest dose activation of IL-2 secretion, hits mostly activators; 330,000 tested, under 10 active; also: % of control where 0% means no effect
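Readout: HTRF IL-2, Eu-cryptate/d2 antibody pair, 320nm excitation, 665nm emission. Stimulus: a-CD3 beads, no co-stimulation. Cells: primary human leukocytes. Exposure: 48 hr with compound.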
A-T KAP1 phos = potential ataxia-telangiectasia treatment | […] A-T fibroblasts, KAP-1 phosphorylation AlphaLISA; neocarzinostatin DNA damage 30 min before lysis | Potency, µM (series often up to 57.5 µM), without a hit: at the highest dose activation, most hits filed as activators | 320,000 compounds, 0.19% hits; also: potency is read from the fitted curve at half-maximal effect; % of control where 0% means no effect; nearly all actives have a fitted effect of over 45% in size
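hTERT-immortalized A-T patient fibroblasts ([…]), 500 cells/well in OPTI-MEM, 1% FBS, got compounds for 60 min, then NCS for 30 min at 37C. Lysates were then assayed for phospho-KAP-1 by AlphaLISA (anti-pKAP1 donor, anti-KAP1 acceptor beads), 6 hr at 25C.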
Tb PFK inh = inhibitors of T. brucei phosphofructokinase; O15648; Potency, µM (top dose mostly 57.5 µM), for inactives: at the highest dose activity, negative = inhibition, actives largely listed as inhibitors; T. brucei PFK, ADP-Glo luminescence; 330,000 compounds, 0.17% hits;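 also: potency is read from the fitted curve at half-maximal effect; 0% = uninhibited 1x PFK enzyme wells and -100% = no-enzyme wells; nearly all actives have a fitted effect of over 60% in size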
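In TEA buffer at pH 8.0 with 5 mM MgCl2, enzyme (1.25 nM) converted F6P (0.5 mM) and ATP (0.1 mM) for 45 min at room temperature. ADP product was read by luciferase luminescence.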
Giardia kill = Giardia lamblia killing | Giardia lamblia trophozoite viability | activity change, % at 7.66 µM, hits read low | 340,000 compounds, 0.15% hits; in the data active = activity change below about -80%; inconclusive = between about -30% and that limit;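 also: parasites exposed to compound for two days anaerobically before the ATP read; % is scaled to controls: 0 for no effect and ±100 for the full control effect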
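ATP-content bioluminescence gauges trophozoite survival. Cells (100/well) receive compound and incubate anaerobically for 48 hrs at 37 deg C; detection reagent follows for 15-30 min at room temperature.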
FBPA coupling cs = coupling enzyme interference in Giardia aldolase counter-screen. coupling enzyme system counterscreen, AmpLite Red fluorescence. activity change, negative = inhibition, % at 58.2 µM, hits read low. 290,000 compounds, 0.67% hits. AID 2472; in the data active = activity change below about -30%; also: % is scaled to controls: 0 for no effect and ±100 for the full control effect
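Compounds tested against the coupling enzymes alone at 57.5 uM final; readout was AmpLite Red fluorescence (525/598 nm) after 20 min at RT.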
GALK inhibitor = inhibitors of human galactokinase. Purified GALK, Kinase-Glo residual ATP luminescence. AID 1868. Potency, µM (doses to about 57.5 µM), without a hit: at the top dose activity change, negative = inhibition, usual class: inhibitors. P51570. 270,000 compounds, 0.007% hits; also: potency is read from the fitted curve at half-maximal effect; % is scaled to controls: 0 for no effect and ±100 for the full control effect
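Human GALK (5 nM) with 35 uM ATP and 100 uM galactose in 20 mM HEPES pH 8.0, 5 mM MgCl2, 60 mM NaCl, 1 mM DTT, 0.01% BSA. After 1 h at room temperature, leftover ATP was read by Kinase-Glo Plus luminescence.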
Chronic BCR inh = blocks chronic active B-cell receptor signaling | 340,000 compounds, 0.05% hits | Potency, µM (series often up to 46.1 µM), inactives show at the highest dose ratio change, negative = lower green/red ratio, actives largely listed as inhibitors | AID 493014 | ABC-DLBCL IkBa-CBG/CBR reporter, luminescence ratio, 4 h; active = well fitted inhibition curve with a large enough effect in the signal ratio, with a control signal flat, not every such curve was filed as active; inconclusive = small, poorly fitted or top-dose-only effect, or effect the other way, or a change in a side signal; the % refers to the signal ratio;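 also: potency is read from the fitted curve at half-maximal effect; plate controls were basal doxycycline-induced cells for no effect and cells given 10 µM MG132 for full effect; MG132 reads +100%, hits lower the ratio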
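Concentration-response series (up to 46 uM) were applied to TMD8 dual-reporter cells for 4 h at 37C with doxycycline. Green/red ratio, after filter-overlap correction, defined %Activity; red signal alone was normalised to basal cells and zero luminescence.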
TSHR antagonist = antagonists of human thyroid stimulating hormone receptor. activity change, negative = inhibition, % at 11.5 µM. TSHR-expressing cells, TSH-stimulated cAMP HTRF, 2 h; stronger effect = lower value. 330,000 compounds, 0.2% hits;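 active = activity change below a set negative limit, meaning inhibition stronger than a set level, cut at about -70% in these data; inconclusive = activity change between two set negative limits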; also: % is scaled to controls: 0 for no effect and ±100 for the full control effect
Target sequence (P16473 whole entry, looked up): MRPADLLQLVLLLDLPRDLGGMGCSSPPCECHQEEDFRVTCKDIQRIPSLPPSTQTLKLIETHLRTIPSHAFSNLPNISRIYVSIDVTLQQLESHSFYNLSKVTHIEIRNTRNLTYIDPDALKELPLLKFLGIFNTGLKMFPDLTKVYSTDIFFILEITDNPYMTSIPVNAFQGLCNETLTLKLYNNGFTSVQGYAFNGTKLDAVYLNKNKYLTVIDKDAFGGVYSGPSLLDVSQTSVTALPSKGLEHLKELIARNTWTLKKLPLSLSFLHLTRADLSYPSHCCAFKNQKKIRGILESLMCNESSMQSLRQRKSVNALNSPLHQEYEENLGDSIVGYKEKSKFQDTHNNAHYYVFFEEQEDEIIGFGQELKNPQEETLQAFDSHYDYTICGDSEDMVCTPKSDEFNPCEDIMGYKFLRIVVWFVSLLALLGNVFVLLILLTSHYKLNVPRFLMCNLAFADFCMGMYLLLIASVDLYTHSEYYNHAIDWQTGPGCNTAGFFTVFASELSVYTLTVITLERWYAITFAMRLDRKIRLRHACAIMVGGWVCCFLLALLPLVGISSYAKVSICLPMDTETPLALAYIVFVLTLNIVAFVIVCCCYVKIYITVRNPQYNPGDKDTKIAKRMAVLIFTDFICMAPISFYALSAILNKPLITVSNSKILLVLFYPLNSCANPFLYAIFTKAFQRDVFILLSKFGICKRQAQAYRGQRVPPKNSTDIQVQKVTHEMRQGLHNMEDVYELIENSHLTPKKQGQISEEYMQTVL
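Cell-based HTRF cAMP assay; TSHR cells + compound, TSH EC80 (4nM final), 2 h, 37 deg C. Lysis with anti-cAMP cryptate and cAMP-d2, 30 min RT, read 665/620 nm.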
hERG WT inh = KCNH2 (human, wildtype) channel inhibition; U2OS, BacMam KCNH2, thallium flux FluxOr; stronger effect = lower value; activity change, % at 1.84 µM; 340,000 compounds, 0.37% hits; AID 720551;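 active = maximum activity change below -70%; inconclusive = maximum activity change between -70% and -50%; inactive = maximum activity change above -50%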; also: % is scaled to controls: 0 for no effect and ±100 for the full control effect
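U2OS cells transduced with wild-type KCNH2 virus are loaded with FluxOr dye for 45 min, and thallium flux is measured in kinetic reads before and after stimulation buffer. Rate constants are normalized to DMSO controls.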
CXXC DNA block = inhibitors of human MLL CXXC domain-DNA interaction; MLL-CXXC / FITC-HOXA9 DNA fluorescence polarization; Q03164; Potency, µM (series often up to 115 µM), for inactives: at the highest dose activity change, negative = inhibition, usual class: inhibitors; 290,000 compounds, 0.037% hits; active = well fitted inhibition curve with a large enough effect in the polarisation, with a control signal flat, not every such curve was filed as active; inconclusive = small, poorly fitted or top-dose-only effect, or effect the other way, or a change in a side signal; inactive = no such curve, though single readings can be large or run the other way; the % refers to the polarisation; also: potency is read from the fitted curve at half-maximal effect
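Purified MLL-CXXC (added from a 7 uM solution) was preincubated 5 min at ambient with pinned compounds in 50 mM Tris-HCl pH 7.5, 50 mM NaCl, 1 mM DTT, 0.05% BSA. Fluorescein-labeled HOX-A9 DNA (50 nM solution) followed, 30 min, then polarization read.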
* hit, by the source's call; ? = inconclusive; . = not tested or not shown; [ ] = another dose, or the depositor's remark. Unless noted, calls follow the shape of the dose curve; as a rule, active = well fitted curve in the direction sought with a large enough effect; inconclusive = small, poorly fitted or top-dose-only effect, or another doubt; inactive = no such curve, though single readings can be large; an effect the other way counts as inactive or inconclusive.

Start of the listing, in advance, 3 compounds:
SMILES	TCR activator	A-T KAP1 phos	Tb PFK inh	Giardia kill	FBPA coupling cs	GALK inhibitor	Chronic BCR inh	TSHR antagonist	hERG WT inh	CXXC DNA block
c1ccc2c(-c3cn4ccccc4n3)c[nH]c2c1	.	-3%	1%	.	0	0%	?	2	.	11%
Cc1cccc(Oc2ccccc2NC(=O)C2=COCCO2)c1	-4%	9%	21%	0	.	.	1%	3	-8	.
O=C(NCc1cn2ccsc2n1)c1c(F)cccc1Cl	5%	-7%	-1%	-9	2	0%	1%	0	-9	1%

Main list, repeating the preview:
SMILES	TCR activator	A-T KAP1 phos	Tb PFK inh	Giardia kill	FBPA coupling cs	GALK inhibitor	Chronic BCR inh	TSHR antagonist	hERG WT inh	CXXC DNA block
c1ccc2c(-c3cn4ccccc4n3)c[nH]c2c1	.	-3%	1%	.	0	0%	?	2	.	11%
Cc1cccc(Oc2ccccc2NC(=O)C2=COCCO2)c1	-4%	9%	21%	0	.	.	1%	3	-8	.
O=C(NCc1cn2ccsc2n1)c1c(F)cccc1Cl	5%	-7%	-1%	-9	2	0%	1%	0	-9	1%
CCCC(c1nnnn1Cc1ccco1)N1CCC(C(N)=O)CC1 (configuration not stated)	8%	14%	-1%	-5	3	8%	-2%	-5	-6	16%
Cc1cc(N2CCCC2)ccc1NC(=O)COc1ccc(Cl)cc1	1%	-1%	-1%	-4	.	.	1%	-15	9	.
CC1CCCN(S(=O)(=O)CCNC(=O)c2ccc3c(c2)OCO3)C1 (configuration not stated)	0%	10%	-5%	-25	.	.	-3%	-4	-2	.
Cc1cc2c(cc1C)NC(c1cccnc1)C1=C(CC(C)(C)CC1=O)N2 (configuration not stated)	1%	-1%	3%	-8	0	0%	-1%	-7	0	-7%
COc1ccc(NC(=O)Cn2nnc(C(=O)NCc3cccs3)c2N)cc1	-7%	-2%	-1%	7	-1	7%	1%	7	12	-4%
CC(=O)Oc1ccc2c3c(c(=O)oc2c1)CCCC3	-9%	-2%	5%	13	3	-5%	0%	9	0	3%
COc1ccc(Br)cc1S(=O)(=O)N1CCN=C1C	2%	-5%	0%	6	-1	0%	-8%	-1	3	-6%
COc1cc(/C=C2\C(=O)ON=C2c2ccccc2)cc(Cl)c1O	3%	3%	4%	-1	1	-15%	?	-6	8	?
CC(=O)Oc1ccc2c(c1)OC(c1ccccc1)CC21CC(C)(C)NC(=S)N1 (configuration not stated)	3%	0%	5%	-12	-2	-3%	-6%	-6	-32	-2%
CC(C#N)Sc1nnc(-c2ccccc2F)n1C1CC1 (configuration not stated)	2%	2%	8%	-7	3	12%	0%	5	3	-3%
O=C(CCl)NC(Cc1c[nH]c2ccc(OCc3ccccc3)cc12)C(=O)O (configuration not stated)	-2%	0%	?	16	6	-13%	3%	-6	4	-6%
CC(=O)c1cccc(S(=O)(=O)N2CCCC(c3nc4c(nnn4Cc4cccc(Cl)c4)c(=O)[nH]3)C2)c1 (configuration not stated)	1%	8%	2%	0	1	0%	12%	-13	-12	1%
COc1ccc(-c2cn(Cc3ccc(C(N)=O)cc3)c(CCN)n2)cc1	5%	6%	-11%	14	.	.	-4%	-2	17	.
O=c1cc(O)c(-c2ccccc2)c(Cl)[nH]1	3%	3%	4%	-8	-1	0%	?	-11	1	4%
Cc1nnsc1C(=O)N1CCCC(Nc2ccc(F)c(F)c2)C1 (configuration not stated)	1%	8%	1%	-6	.	-3%	-1%	0	5	21%
CC(C)(C)OC(=O)C[C@@H]1C/C=C\C[C@@H](CC(=O)N[C@H](CO)Cc2ccccc2)C(=O)NCCOC1=O	6%	5%	3%	7	.	.	-1%	-4	3	.
c1ccc(CSc2ncnc3ccccc23)cc1	-6%	12%	-3%	14	3	3%	-8%	-2	10	2%
C=CSc1sc(Cl)c(N2CCOCC2)c1[N+](=O)[O-]	0%	-3%	-9%	-13	3	2%	?	9	1	-2%
Cc1ccnc2nc(C(=O)OCC(=O)N(CC(C)C)C3CCS(=O)(=O)C3)nn12 (configuration not stated)	-3%	0%	-5%	27	.	.	1%	-3	-2	.
COCCC(=O)N1CCC(Oc2ccc(C(=O)N(C)Cc3cc(C)no3)cc2)CC1	-2%	8%	-21%	-11	.	7%	0%	6	14	19%
Cc1ccccc1CSc1nc2n(n1)C(c1cccs1)C1=C(CCCC1=O)N2 (configuration not stated)	1%	.	-3%	34[activator]	-3	2%	?	4	-4	-4%
CN(C)CC(O)COc1cc2ccccc2cc1C(=O)N1CCCCC1 (configuration not stated)	2%	11%	0%	0	8	4%	-2%	1	30	-1%
CCN1C(=O)C(C)S/C1=N\S(=O)(=O)c1ccc(Cl)s1 (configuration not stated)	-1%	13%	-2%	4	3	4%	4%	-6	9	-4%
COc1cccc(Cn2c(-c3cccs3)noc2=O)c1	.	1%	-4%	-5	-6	-1%	11%	-12	-7	0%
Oc1c(Cl)cc(Cl)cc1C=Nc1cc(C(F)(F)F)ccc1N1CCc2ccccc2C1	-1%	7%	0%	-22	-27	4%	?	5	0	?
O=S(=O)(Nc1ncccn1)c1ccc(NC(=S)NCc2ccco2)cc1	-1%	1%	-4%	-12	0	6%	4%	6	-7	8%
Nc1c(C(=O)c2ccc(Br)s2)oc2ccccc12	.	-5%	-1%	2	4	0%	?	8	0	18%
Cc1ccc(NS(=O)(=O)c2ccc3c(c2)NC(=O)CCS3)cc1C	-1%	-15%	0%	18	.	-2%	?	-10	2	1%
C=CCn1c(SCC(=O)Nc2nnc(CC)s2)nnc1-c1ccncc1	-5%	4%	-2%	5	5	6%	0%	7	2	8%
O=C(NCc1cccs1)c1ccc(CS(=O)Cc2cccc(Cl)c2)o1 (configuration not stated)	6%	0%	-14%	11	2	2%	9%	-7	-5	2%
CCCc1nc(NCc2ccc3c(c2)OCO3)c2nnn(Cc3ccccc3Cl)c2n1	-1%[46.1 µM]	3%	-5%	1	0	-5%	-4%	-6	-13	3%
O=C(/C=C/c1ccc(Cl)c([N+](=O)[O-])c1)Nc1cccnc1	-7%	-7%	-22%	-7	2	0%	5%	-10	12	2%
Cc1noc(C)c1CSCC(=O)N(CC(C)C)c1c(N)n(Cc2ccccc2)c(=O)[nH]c1=O	-3%	0%	?	2	.	.	?	-7	-6	.
O=C(c1cc2cc(Cl)ccc2[nH]1)N1CCN(c2ccccn2)CC1	.	-3%	1%	-3	3	-3%	0%	7	-1	23%
Cc1nc(C)c(CC(=O)N/N=C/c2ccc(O)cc2)c(=O)[nH]1	9%[46.1 µM]	-5%	1%	-1	4	1%	4%	26	1	0%
Cc1cc(Cl)ccc1OCC(=O)N/N=C1\CCCc2ccccc21	.	-7%	-2%	11	-1	-6%	12%	30	0	16%
CC(N=C(NS(=O)(=O)c1ccc(Cl)cc1)c1ccccc1)C(=O)O (configuration not stated)	-1%	1%	-4%	11	1	-4%	?	10	19	12%
O=C(N/N=C/c1cccnc1)c1cccc(NC(=O)c2cccc(Br)c2)c1	-4%	-3%	-10%	9	1	-1%	?	4	-6	-11%
CC(=O)Nc1cc(NC(C)=O)cc(C(=O)OCC(=O)c2ccc3c(c2)NC(=O)CO3)c1	14%	-4%	0%	-22	.	.	3%	1	4	.
O=C1c2cccc3cccc(c23)C(=O)N1CCCc1n[nH]c(=S)n1-c1ccccc1	5%	5%	-1%	2	0	-2%	6%	-12	-6	13%
CCc1ccccc1NC(=O)NCc1ccccn1	3%	2%	1%	-6	.	-2%	-3%	5	3	7%
O=S(=O)(c1ccccc1Br)N1CCN(c2ncccn2)CC1	-5%	1%	1%	9	-1	0%	-3%	3	4	9%
Cc1ccc(N2C(=O)C3C4C=CC(CNC(=S)N5CCN(c6ccccn6)CC5)(O4)C3C2=O)cc1 (configuration not stated)	-3%	7%	14%	19	1	11%	16%	-6	24	-2%
Cc1ccccc1NC(=O)CN1C(=O)COc2ccc(S(=O)(=O)N3CCCC3)cc21	-1%	-1%	2%	8	0	7%	8%	4	18	-2%
CS(=O)(=O)Nc1cccc(C(=O)CC2(O)C(=O)Nc3ccccc32)c1 (configuration not stated)	-1%	1%	2%	-20	-1	4%	-1%	-4	1	-3%
COc1cccc2[nH]c3c(N4CC(C)CC(C)C4)ncnc3c12 (configuration not stated)	.	5%	0%	.	-1	.	1%	-6	.	35%[activator]
CCc1ccc(Oc2cc(C)nc(N)n2)cc1	0%[46.1 µM]	3%	1%	-15	1	-2%	0%	-1	-4	-2%
COc1ccc(C(=O)NC2CCCc3c2cnn3-c2ccccc2F)o1 (configuration not stated)	-9%	6%	-13%	-19	.	5%	1%	4	-3	12%

High-throughput results as filed in PubChem.
